Assay outcomes from PubChem.
mIAP block: mouse IAP inhibition; purified mouse IAP, CDP-Star luminescence, 30 min; inhibition, % at 10 µM; hit rate 0.2% among 330,000; AID 2806;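 active means inhibition of at least 40% at 10 µM in the primary screen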;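 further: plate controls were DMSO with enzyme for no effect and no enzyme wells for full effect; values of inactives mirror those of a sister screen read the other way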
NLRP3 yeast inh: inhibitors of NALP3 inflammasome in yeast; Yeast reconstituted NLRP3/ASC/caspase-1, beta-gal luminescence, 24 h; inhibition, % at 10 µM; hit rate 0.39% among 330,000;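 active means inhibition of 50% or more; inactive means inhibition below 50%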;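 further: plate controls were induced DMSO wells for no effect and uninduced yeast grown without galactose for full effect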
TIM10 inh: inhibits growth of TIM10 yeast strain | S. cerevisiae TIM10 strain growth, BacTiter-Glo luminescence, 24 h | inhibition, % at 10 µM | hit rate 1.4% among 330,000;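 active means inhibition of 40% or more at the single tested concentration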;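 further: wild-type TIM10 isogenic control strain grown at permissive 25 °C; 0% = DMSO yeast wells and 100% = minimal medium wells without yeast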
mIAP activ: increases mouse intestinal alkaline phosphatase activity | muIAP, CDP-Star luminescence, 30 min; stronger effect = higher value; 1 = vehicle-only enzyme signal, 0 = enzyme-free wells | activation factor at 10 µM | hit rate 0.24% among 330,000;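 active means activation factor of at least 2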; further: the source names both 10 and 20 µM as test concentration; values of inactives mirror those of a sister screen read the other way
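also added = chemiluminescent substrate CDP-Star | test system = mouse IAP enzyme | signal = chemiluminescence readout | compound = DMSO-dissolved test compounds | incubation = 30 min at room temperature | benchmarks = DMSO wells, no-enzyme wells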
ATG4B inh: blocks human ATG4B protease cleavage of LC3 substrate | Q9Y4P1 | ATG4B cleavage of LC3-PLA2, NBD-HPC fluorescence, 1 h | inhibition, % at 8.33 µM | hit rate 0.51% among 340,000; in the data active means inhibition above about 40%
hIAP act: human IAP activation; P09923; purified human IAP, CDP-Star luminescence, 30 min; stronger effect = higher value; 1 = vehicle-only enzyme, 0 = enzyme-free background; activation factor at 10 µM; hit rate 0.16% among 330,000;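 active means activation factor of the enzyme at least 2-fold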; further: the source names both 10 and 20 µM as test concentration; values of inactives mirror those of a sister screen read the other way
tim10-1 inh: tim10-1 yeast growth inhibition | inhibition, % at 20 µM | hit rate 2.2% among 330,000 | S. cerevisiae tim10-1 ts strain growth, BacTiter-Glo, 24 h;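 active means inhibition of at least 40%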;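 further: mutant grown at 25 °C; 0% = DMSO wells with yeast and 100% = wells holding no yeast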
hIAP block: human IAP inhibition; P09923; purified IAP, CDP-Star luminescence, 30 min; inhibition, % at 10 µM; hit rate 0.12% among 330,000; AID 2544;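 active means inhibition reaching a set limit with compound at 10 µM in the primary screen, cut at about 35% in these data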;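 further: plate controls were DMSO wells with enzyme for no effect and no-enzyme buffer wells for full effect; values of inactives mirror those of a sister screen read the other way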
Apaf1 inhib: blocks human Apaf-1 apoptosome activity; O14727; reconstituted apoptosome caspase-3 activity, DEVD-Rh110 fluorescence; inhibition, % at 20 µM; hit rate 0.71% among 330,000; active means inhibition of at least 40% at 20 µM;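 further: plate controls were DMSO wells for no effect and DEVD-CHO caspase inhibitor wells for full effect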
Target sequence (O14727 whole entry, looked up): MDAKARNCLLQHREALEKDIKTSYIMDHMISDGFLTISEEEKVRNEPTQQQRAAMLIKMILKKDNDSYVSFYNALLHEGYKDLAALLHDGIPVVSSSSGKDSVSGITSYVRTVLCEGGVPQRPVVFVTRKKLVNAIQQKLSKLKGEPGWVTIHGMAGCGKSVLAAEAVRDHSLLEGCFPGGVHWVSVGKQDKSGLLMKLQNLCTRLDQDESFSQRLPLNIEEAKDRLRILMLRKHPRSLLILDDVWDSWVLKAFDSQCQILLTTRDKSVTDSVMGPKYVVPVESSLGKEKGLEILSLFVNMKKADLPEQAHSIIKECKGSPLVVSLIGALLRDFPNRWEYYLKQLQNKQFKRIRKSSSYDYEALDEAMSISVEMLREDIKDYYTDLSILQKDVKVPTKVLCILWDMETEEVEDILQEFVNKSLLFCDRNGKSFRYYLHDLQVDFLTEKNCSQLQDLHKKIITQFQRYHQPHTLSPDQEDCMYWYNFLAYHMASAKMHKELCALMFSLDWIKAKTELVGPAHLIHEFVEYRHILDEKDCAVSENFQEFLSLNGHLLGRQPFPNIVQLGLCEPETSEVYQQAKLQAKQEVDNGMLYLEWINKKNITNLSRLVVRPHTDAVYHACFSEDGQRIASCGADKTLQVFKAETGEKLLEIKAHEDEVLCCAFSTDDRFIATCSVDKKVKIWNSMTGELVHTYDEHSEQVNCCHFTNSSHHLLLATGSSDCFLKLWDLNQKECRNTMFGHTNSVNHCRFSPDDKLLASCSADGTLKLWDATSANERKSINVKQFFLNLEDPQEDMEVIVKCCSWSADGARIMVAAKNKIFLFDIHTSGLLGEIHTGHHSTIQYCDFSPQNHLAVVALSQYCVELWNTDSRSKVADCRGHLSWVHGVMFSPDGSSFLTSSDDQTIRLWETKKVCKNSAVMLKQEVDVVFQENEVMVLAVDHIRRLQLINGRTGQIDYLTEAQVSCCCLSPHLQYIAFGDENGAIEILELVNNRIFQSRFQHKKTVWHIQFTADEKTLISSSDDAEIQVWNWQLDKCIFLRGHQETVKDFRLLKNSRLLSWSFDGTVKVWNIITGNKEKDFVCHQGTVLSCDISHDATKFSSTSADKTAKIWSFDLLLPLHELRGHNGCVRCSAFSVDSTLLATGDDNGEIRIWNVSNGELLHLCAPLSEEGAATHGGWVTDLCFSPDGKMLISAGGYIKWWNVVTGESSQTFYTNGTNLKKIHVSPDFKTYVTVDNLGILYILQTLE
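System – cell-free apoptosome with Apaf-1, procaspase-3 and caspase-9 · Buffer or medium – pH 7.5 Hepes buffer with CHAPS, BSA, DTT · Also added – cytochrome c with DEVD-Rh110 · Times – 30 min compound preincubation, 50 min activation, room temperature · Technique – Rh110 fluorescence intensity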
Active calls of the source: *.

SMILES	mIAP block	NLRP3 yeast inh	TIM10 inh	mIAP activ	ATG4B inh	hIAP act	tim10-1 inh	hIAP block	Apaf1 inhib
CC(C)Oc1ccc(S(=O)(=O)N(C(C)C)C(C)C)cn1	1.3	15.8	7.3	0.987	-1.4	0.992	-1.1	0.8	-7.7
CC1CCN(CCc2nc3cc(NC(=O)NC4CCCCC4)ccc3n2C)CC1	-34.3	0.0	-6.9	1.34	9.5	1.03	16.5	-3.0	2.1
CCOc1ccc(CNC2CCCc3ccccc32)cc1 (centres undefined)	-8.1	12.2	-20.9	1.08	3.6	1.01	-5.0	-1.0	9.3
CCSc1nnc(NC(=O)c2ccc(Br)s2)s1	25.2	-0.2	5.1	0.748	5.1	0.994	11.9	0.6	8.2
C=CCc1cc(C)ccc1OCCOCCC(C(=O)OCC)C(=O)OCC	-6.9	11.0	-13.4	1.07	-5.6	1.05	3.8	-4.7	18.7
CCOC(=O)N1CCN(C(=O)c2ccc(NC(C)=O)cc2)CC1	2.6	11.1	-7.7	0.974	-4.2	1.11	-6.5	-11.5	-18.1
CC(C)COc1ccc(C(=O)NNC(=O)CCC(=O)c2cccs2)cc1	2.8	15.9	-12.5	0.972	-4.7	1.29	-21.3	-29.0	5.3
COc1cccc(NC(=O)CCP(C)(=O)O)c1	-3.1	9.2	-17.6	1.03	-0.6	1.02	-15.2	-1.7	12.6
Cc1ccc(C(C)C)cc1S(=O)(=O)Nc1cccnc1	23.2	11.0	6.5	0.768	0.9	1.26	12.8	-26.3	0.7
COc1ccccc1N1CCN(C(=O)c2cccc(S(=O)(=O)NCc3cccnc3)c2)CC1	1.4	16.8	0.6	0.986	-3.0	0.91	2.8	9.0	-4.7
COc1ccc(CC(=O)n2nc(-c3ccccc3)nc2NCc2ccco2)cc1	16.9	9.3	15.8	0.831	-2.1	1.02	13.8	-1.6	11.0
Cc1noc(C)c1S(=O)(=O)N(C)C[C@H]1Oc2ccc(NS(=O)(=O)c3ccc(F)cc3)cc2C(=O)N([C@H](C)CO)C[C@@H]1C	2.6	-4.2	-0.4	0.974	-0.5	1.13	-16.3	-12.6	0.6
COc1cccc(/C=C2\SC(=O)N(CCC(=O)NNC(=O)c3ccccc3Cl)C2=O)c1	2.2	-0.9	-12.4	0.978	-3.2	1.62	1.3	-62.1	4.2
CCN(CC)CCn1c(N)nc2ccccc21	-5.4	-9.9	0.8	1.05	1.3	1.12	-8.9	-12.5	1.5
O=C(Nc1ncccc1O)c1ccc(Oc2ccccc2)cc1	3.6	33.1	-7.4	0.964	2.4	1.18	-90.0	-18.1	15.7

Eight of the compounds above, in CSV form:
SMILES,mIAP block,NLRP3 yeast inh,TIM10 inh,mIAP activ,ATG4B inh,hIAP act,tim10-1 inh,hIAP block,Apaf1 inhib
CC1CCN(CCc2nc3cc(NC(=O)NC4CCCCC4)ccc3n2C)CC1,-34.3,0.0,-6.9,1.34,9.5,1.03,16.5,-3.0,2.1
CCOc1ccc(CNC2CCCc3ccccc32)cc1 (centres undefined),-8.1,12.2,-20.9,1.08,3.6,1.01,-5.0,-1.0,9.3
CCSc1nnc(NC(=O)c2ccc(Br)s2)s1,25.2,-0.2,5.1,0.748,5.1,0.994,11.9,0.6,8.2
C=CCc1cc(C)ccc1OCCOCCC(C(=O)OCC)C(=O)OCC,-6.9,11.0,-13.4,1.07,-5.6,1.05,3.8,-4.7,18.7
CCOC(=O)N1CCN(C(=O)c2ccc(NC(C)=O)cc2)CC1,2.6,11.1,-7.7,0.974,-4.2,1.11,-6.5,-11.5,-18.1
CC(C)COc1ccc(C(=O)NNC(=O)CCC(=O)c2cccs2)cc1,2.8,15.9,-12.5,0.972,-4.7,1.29,-21.3,-29.0,5.3
COc1cccc(NC(=O)CCP(C)(=O)O)c1,-3.1,9.2,-17.6,1.03,-0.6,1.02,-15.2,-1.7,12.6
Cc1ccc(C(C)C)cc1S(=O)(=O)Nc1cccnc1,23.2,11.0,6.5,0.768,0.9,1.26,12.8,-26.3,0.7

Going on with the list.
SMILES	mIAP block	NLRP3 yeast inh	TIM10 inh	mIAP activ	ATG4B inh	hIAP act	tim10-1 inh	hIAP block	Apaf1 inhib
c1ccc(C(c2ccccc2)c2noc(CN3CCN(C4CCCC4)CC3)n2)cc1	3.9	12.9	11.1	0.961	-14.5	0.994	12.2	0.6	3.8
CCc1nc2cccnc2n1-c1ccc(C(=O)O)cc1	3.9	-11.3	1.6	0.961	-8.0	0.954	-8.3	4.6	-4.9
COc1ccc(N2CCCC2)c(NC(=O)c2ccc([N+](=O)[O-])o2)c1	6.6	11.3	70.6*	0.934	-2.9	0.964	62.1*	3.6	8.8
CC1C(=O)Nc2ccccc2N1C(=O)C1CC1 (centres undefined)	4.2	-10.1	4.9	0.958	-3.2	0.842	-4.6	15.8	-0.6
NS(=O)(=O)c1ccc(NC(=S)Nc2ccc(OCc3ccccc3)cc2)cc1	-2.9	12.8	1.2	1.03	-1.5	0.944	-7.9	5.6	2.7
COc1ccccc1-n1nnnc1SCC(=O)N(CC(C)C)C1CCS(=O)(=O)C1 (centres undefined)	6.9	9.2	4.0	0.931	-2.3	1.23	9.3	-22.6	-3.4
CCN(CC)S(=O)(=O)c1ccc2c(c1)NC(=O)C1CCCN21 (centres undefined)	-8.3	7.7	10.3	1.08	-13.6	1.12	5.2	-12.3	11.9
CCOc1ccc(NC(=O)c2ccncc2)cc1	-10.3	8.8	5.4	1.1	5.8	1.12	12.3	-12.3	2.4
CCCCN(C)CCCNC(=O)c1cccc(N2CCCC2=O)c1	-4.9	4.7	-7.9	1.05	2.7	0.908	9.7	9.2	-8.9
Clc1ccc(Cl)c(-c2nn3c(COc4ccccc4)nnc3s2)c1	10.7	-13.8	1.8	0.893	-5.8	0.889	35.7	11.1	4.1
O=C(CCSc1ccccc1)Nc1nc2c(s1)CCCC2	2.9	21.1	16.6	0.971	23.5	0.89	30.8	11.0	7.6
Cc1cc(C)n(CC(=O)NC2CCCN(Cc3ccc(Cl)cc3)C2)n1 (centres undefined)	-13.3	5.5	2.5	1.13	-2.5	0.944	1.9	5.6	8.8
Cc1cccc(NC(=O)CCC(=O)N/N=C/c2ccco2)c1C	12.2	0.9	-11.7	0.878	-7.8	0.85	4.4	15.0	-1.8
Cc1cccc(-c2noc(Cc3ccccc3)n2)c1	5.0	10.2	2.8	0.95	10.7	0.974	-7.3	2.6	-10.0
CCN(CC)CCn1cnc2c1c(=O)[nH]c(=O)n2Cc1ccccc1	2.5	16.9	6.0	0.975	-1.5	1.07	-12.1	-6.9	2.3
CCOc1ccc(OCCSc2nc3ccccc3o2)cc1	3.5	14.1	10.9	0.965	5.0	0.932	-7.2	6.8	8.8
O=C1CN(CC(=O)N2CCCCC2)c2ccccc2O1	17.9	23.7	-34.3	0.821	3.1	1.07	-6.6	-7.3	16.7
O=C(Cc1cccc2ccccc12)Nc1ccc(-c2cc3ccccc3oc2=O)cc1	0.4	-15.0	7.6	0.996	10.9	1	-0.3	-0.3	3.2
C=CC(=O)N1C/C=C\C(c2ccc(OC)cc2)N(Cc2ccc(F)cc2)C(=O)C1 (centres undefined)	5.7	-11.1	-3.2	0.943	-2.5	1.06	26.2	-6.2	3.3
COc1cc(OC)cc(C(=O)N2CCN(Cc3ccccc3[N+](=O)[O-])CC2)c1	3.3	6.9	-12.1	0.967	2.1	0.996	1.9	0.4	10.1
Cc1cccc(NC(=S)N2CCN(c3cc(C)ccc3C)CC2)c1	-13.7	-62.2	-1.4	1.14	21.2	0.985	6.7	1.5	25.6
Cc1ccc(-c2n[nH]c(=O)c3ccccc23)cc1S(N)(=O)=O	-4.7	22.1	-5.8	1.05	0.2	0.928	-10.7	7.2	-0.8
CCCC(=O)NC(c1ccco1)c1c(O)ccc2ccccc12 (centres undefined)	-5.6	4.8	35.2	1.06	-5.8	1.06	30.0	-6.3	-1.1
Cc1c(C(=O)N/N=C/c2cccs2)nc2ccccn12	3.9	8.3	12.4	0.961	-1.0	1.07	12.5	-6.8	4.1
COc1ccc(CCn2c(=N)c(C(=O)NCC3CCCO3)cc3c(=O)n4ccccc4nc32)cc1OC (centres undefined)	-3.3	12.5	2.1	1.03	-2.5	0.893	0.0	10.7	-9.3
CC1C(=O)Nc2ccccc2N1C(=O)c1ccc(F)cc1F (centres undefined)	9.3	-2.1	-0.1	0.907	4.8	0.91	5.3	9.0	1.6
COc1ccc2c(c1)OC(O)(C(F)(F)F)CC2=O (centres undefined)	-13.0	5.0	3.5	1.13	-1.6	1.19	4.9	-19.2	-12.0
COc1ccc(N(C(=O)c2cccnc2)S(=O)(=O)c2ccc3c4c(cccc24)C(=O)N3C)cc1	7.7	15.2	29.9	0.923	-8.4	0.87	36.5	13.0	10.2
Cc1c(NC(=O)c2cnc(Cl)c(Cl)c2)c(=O)n(-c2ccccc2)n1C	-10.7	-13.4	-11.0	1.11	7.9	1.16	0.4	-15.6	6.9
CC(C(=O)NCC1CCCO1)N(C(=O)c1snc(C(N)=O)c1N)c1ccccc1 (centres undefined)	17.8	-5.1	9.6	0.822	-10.0	0.98	11.3	2.0	-0.6
COc1ccc(Cl)cc1C(=O)OCC(=O)c1ccc[nH]1	1.7	10.9	7.7	0.983	8.8	1.03	14.3	-3.4	2.0
O=[N+]([O-])c1ccc(Cc2ccccn2)cc1	-7.5	6.9	2.2	1.07	-2.3	0.895	3.9	10.5	-7.6
CC1CCCC(C)N1C(=O)COC(=O)CNC(=O)c1sc2ccccc2c1Cl (centres undefined)	1.3	11.4	5.9	0.987	-3.8	0.877	26.8	12.3	13.4
CC(c1ccccc1)N1C(=O)C2C3CCC(C3)C2C1=O (centres undefined)	-4.6	19.8	11.5	1.05	-6.5	1.32	6.6	-32.4	2.0
CC(C)OC(=O)CC1C(=O)NCCN1C(=S)NC(=O)c1ccccc1 (centres undefined)	2.2	7.4	4.6	0.978	-11.5	1.02	5.7	-2.2	-2.7
CC12CCC(C(=O)Nc3ccncc3)(CC1O)C2(C)C (centres undefined)	0.8	11.8	-13.8	0.992	-5.4	0.832	-0.1	16.8	-7.8
CC(=O)Nc1cc(-c2nn3c(C)nnc3s2)ccc1C	7.0	9.8	6.4	0.93	-6.3	0.978	6.6	2.2	5.5
Cn1cccc1CNC(=S)Nc1cc(F)cc(F)c1	-12.4	9.5	-1.8	1.12	3.4	1.05	11.5	-4.9	-27.3
COc1ccc(C2C(C(C)=O)=C(O)C(=O)N2CCCn2ccnc2)cc1 (centres undefined)	-8.9	10.7	17.4	1.09	-16.3	0.982	15.4	1.8	10.9
Cc1nn(-c2ccc([N+](=O)[O-])cc2)c(N)c1-c1ccccc1	1.8	5.7	5.1	0.982	-4.8	0.9	14.0	10.0	-2.4
Nc1ccc(Sc2ccc([N+](=O)[O-])cc2)cc1	3.3	42.0	27.4	0.967	-2.0	0.955	30.8	4.5	-11.8
COC(=O)c1ccc(/C=N/NC(=O)CNc2cccc(C)c2)cc1	4.4	8.2	18.1	0.956	-15.3	0.893	16.1	10.7	4.5
CC(=O)N1c2ccc(S(=O)(=O)N3CCC(C(=O)NC4CCCCC4)CC3)cc2CC1C (centres undefined)	-3.0	16.2	6.6	1.03	-5.8	1.07	-4.0	-7.2	-1.8
O=C(c1cccs1)N1CCC(c2nc3c(nnn3Cc3ccccc3)c(=O)[nH]2)CC1	7.8	6.9	9.2	0.922	-3.6	1.15	-7.3	-15.1	-4.5
